Bioassay records: PubChem, Sanford-Burnham Center for Chemical Genomics
Gli-Sufu block = blocks Gli-Sufu signaling in a luciferase reporter; 340,000 compounds, 0.74% hits; AID 588413; inhibition, % at 5 µM; Sufu-KO-LIGHT fibroblasts, Gli luciferase reporter luminescence;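 active means inhibition above about 55%, limit read from the data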;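 further: 0% = DMSO-treated cells and 100% = wells with medium but no cells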
HKDC1 inhibitor = blocks human hexokinase HKDC1 activity; recombinant HKDC1, G6PDH/diaphorase resazurin coupled fluorescence; inhibition, % at 20 µM; 340,000 compounds, 0.16% hits; AID 493160;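 active means inhibition above about 35% when tested at 20 µM, limit read from the data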;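 further: plate controls were DMSO wells with enzyme for no effect and DMSO wells lacking enzyme for full effect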
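Test system: recombinant HKDC1 (HK5) hexokinase enzyme, produced in-house; Amount: enzyme 5 µg/mL final; Buffer or medium: Tris pH 8.0 buffer with MgCl2, Tween-20, BSA, BME; Reagent: glucose and ATP substrates; Doses: 20 µM test compound, 1% DMSO; Incubation: 90 min reaction incubation at room temperature, dark; Detection: resorufin fluorescence at 613 nm.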
697 NFkB inh = inhibitors of the PMA/ionomycin-induced NF-kB reporter in 697 B cells. AID 435022. 330,000 compounds, 0.33% hits. 697 B-cell NF-kB luciferase reporter, 16 h. inhibition, % at 4 µM; in the data active means inhibition above about 35%
Jurkat NFkB inh = inhibitors of the PMA/ionomycin-induced NF-kB reporter in Jurkat cells; PMA/ionomycin-induced NF-kB luciferase reporter, luminescence; inhibition, % at 4 µM; 330,000 compounds, 0.53% hits; AID 435003
UBC13 inh = human UBC13 polyubiquitination inhibition; AID 485273; P61088; inhibition, % at 20 µM; 330,000 compounds, 0.47% hits; UBC13 polyubiquitin chain formation, TR-FRET; in the data active means inhibition above about 45%, passing the limit was not always enough
SENP7 inh = blocks the human protease SENP7; Q9BQF6; recombinant SENP7, Z-RLRGG-aminoluciferin luminescence, 40 min; inhibition, % at 5 µM; 330,000 compounds, 1.5% hits; AID 434973;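 active means inhibition above about 50% at the single test dose, limit read from the data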;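 further: plate controls were DMSO with enzyme for no effect and no enzyme buffer wells for full effect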
Apaf-1 inh = blocks human Apaf-1 apoptosome activity | 330,000 compounds, 0.71% hits | reconstituted apoptosome caspase-3 activity, DEVD-Rh110 fluorescence | inhibition, % at 20 µM | AID 489030 | O14727; active means inhibition of at least 40% at 20 µM;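 further: plate controls were DMSO wells for no effect and DEVD-CHO caspase inhibitor wells for full effect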
Target sequence (O14727 whole entry, looked up): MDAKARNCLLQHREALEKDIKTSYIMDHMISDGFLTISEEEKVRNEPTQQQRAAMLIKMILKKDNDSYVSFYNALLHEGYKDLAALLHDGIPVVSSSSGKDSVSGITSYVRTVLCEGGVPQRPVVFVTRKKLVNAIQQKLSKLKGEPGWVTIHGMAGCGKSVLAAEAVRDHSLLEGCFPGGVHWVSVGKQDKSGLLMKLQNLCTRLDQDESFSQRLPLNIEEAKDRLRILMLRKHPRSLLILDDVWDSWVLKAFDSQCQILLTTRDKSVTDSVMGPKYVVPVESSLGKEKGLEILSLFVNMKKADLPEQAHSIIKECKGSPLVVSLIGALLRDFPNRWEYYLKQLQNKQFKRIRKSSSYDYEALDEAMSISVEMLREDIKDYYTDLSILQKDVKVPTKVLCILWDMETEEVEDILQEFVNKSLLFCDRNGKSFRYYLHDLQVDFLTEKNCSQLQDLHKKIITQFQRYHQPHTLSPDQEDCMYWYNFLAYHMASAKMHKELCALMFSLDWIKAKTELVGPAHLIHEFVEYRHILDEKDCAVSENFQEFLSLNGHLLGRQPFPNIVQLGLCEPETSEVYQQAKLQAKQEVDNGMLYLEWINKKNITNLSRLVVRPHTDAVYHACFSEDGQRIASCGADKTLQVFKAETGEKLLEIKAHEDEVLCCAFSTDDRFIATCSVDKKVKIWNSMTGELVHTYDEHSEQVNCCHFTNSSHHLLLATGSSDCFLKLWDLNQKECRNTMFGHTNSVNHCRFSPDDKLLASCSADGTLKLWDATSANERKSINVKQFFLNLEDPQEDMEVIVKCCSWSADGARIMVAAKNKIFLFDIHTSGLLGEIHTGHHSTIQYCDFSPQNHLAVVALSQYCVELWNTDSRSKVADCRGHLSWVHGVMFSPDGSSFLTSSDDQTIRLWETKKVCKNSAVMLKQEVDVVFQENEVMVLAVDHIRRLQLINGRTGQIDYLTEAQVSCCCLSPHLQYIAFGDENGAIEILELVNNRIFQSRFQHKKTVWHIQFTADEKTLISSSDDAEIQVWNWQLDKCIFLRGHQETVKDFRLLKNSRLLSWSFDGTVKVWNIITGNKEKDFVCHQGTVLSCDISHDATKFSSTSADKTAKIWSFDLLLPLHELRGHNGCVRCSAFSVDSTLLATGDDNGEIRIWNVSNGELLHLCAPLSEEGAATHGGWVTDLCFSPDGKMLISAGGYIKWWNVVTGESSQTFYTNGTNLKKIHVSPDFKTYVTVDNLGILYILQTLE
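Assay system – apoptosome proteins · Medium – Hepes buffer, pH 7.5 · Also added – cytochrome c with DEVD-Rh110 · Timing – 30 min compound preincubation, 50 min activation, room temperature · Detection – Rh110 fluorescence, excitation 480 nm, emission 540 nm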
SENP8 inh = blocks the human protease SENP8; 330,000 compounds, 1.2% hits; inhibition, % at 10 µM; purified SENP8, Z-RLRGG-aminoluciferin cleavage, luminescence
* hit, by the source's call. Unless noted, no stated cut-off is given here; in the data, active means inhibition above about 50%; inactive means the rest. Rows are unselected, and some 3.6% of all compounds hit somewhere here.

Structure,Apaf-1 inh,SENP8 inh,HKDC1 inhibitor,SENP7 inh,Gli-Sufu block,UBC13 inh,697 NFkB inh,Jurkat NFkB inh
O=C(NCc1ccccc1)C(c1ccc(F)cc1)N(Cc1ccc2c(c1)OCO2)C(=O)Cn1nnc(-c2cccs2)n1 (stereo not given),11,-1,-5,-3,4,-17,-60,-16
O=C(O)CC1S/C(=N/N=C/c2ccc(-c3ccccc3[N+](=O)[O-])o2)NC1=O (stereo not given),73*,26,11,17,7,-42,11,10
NC1(C#Cc2ccc3oc(=O)c(-n4cc(C5(O)CCCCC5)nn4)cc3c2)CCCCC1,12,11,2,-7,-4,18,7,1
O=C(NCc1ccccc1F)C1CCN(C(=O)c2sccc2-n2cccc2)CC1,-6,-2,-7,10,-14,6,26,14
CC1CCN(C(=O)COC(=O)CCC(=O)c2cccs2)CC1,-6,1,-1,3,-7,-1,8,1
COc1ccccc1-n1c(SCC(=O)NC(C)(C)C)nc(O)c(Cc2ccccc2)c1=O,-3,-3,-2,5,-23,3,16,-2
Cc1ccc(NC(=O)C2CCCN2S(=O)(=O)c2ccc3c(c2)CCC(=O)N3)cc1Cl (stereo not given),-4,5,2,1,5,3,-6,-17
COc1cc(C(=O)ON=C2C(C)=CC(=O)C=C2C)cc(OC)c1OC,10,0,-1,5,0,-7,2,-1
CCc1ccc(NC(=S)Nc2cc(OC)c(NC(=O)C(C)C)cc2OC)cc1,5,-1,6,2,-26,-6,-2,11
COc1ccc(NC(=O)c2cc3c(-c4ccc(OC)c(OC)c4)nn(C)c3s2)cc1OC,5,-6,3,4,6,11,17,-6
O=C1[C@H]2[C@@H](C3CC3)N3C(=O)CN(Cc4ccccn4)C(=O)[C@@]3(Cc3ccccc3)[C@H]2C(=O)N1c1ccccc1,1,-14,1,-10,-11,-6,4,-6
O=S(=O)(Nc1ccccc1N1CCOCC1)c1ccccc1C(F)(F)F,8,1,-1,4,-3,6,14,-18
C/C(=N\Nc1cc(C)nc(-c2ccccc2O)n1)c1ccccc1,2,-12,-9,6,-5,10,3,-12
CCOP(=O)(OCC)C(NC(=O)c1cccs1)c1ccccc1 (stereo not given),-1,3,-3,10,-3,1,-1,-13
O=C(C1=COCCO1)N1CCN(S(=O)(=O)c2cccc(Br)c2)CC1,4,6,-4,9,1,1,0,8

Reformatted field by field: 3 of the compounds above
SMILES: O=C(NCc1ccccc1F)C1CCN(C(=O)c2sccc2-n2cccc2)CC1
  Apaf-1 inh: -6	SENP8 inh: -2	HKDC1 inhibitor: -7	SENP7 inh: 10	Gli-Sufu block: -14	UBC13 inh: 6	697 NFkB inh: 26	Jurkat NFkB inh: 14
SMILES: COc1cc(C(=O)ON=C2C(C)=CC(=O)C=C2C)cc(OC)c1OC
  Apaf-1 inh: 10	SENP8 inh: 0	HKDC1 inhibitor: -1	SENP7 inh: 5	Gli-Sufu block: 0	UBC13 inh: -7	697 NFkB inh: 2	Jurkat NFkB inh: -1
SMILES: O=C(NCc1ccccc1)C(c1ccc(F)cc1)N(Cc1ccc2c(c1)OCO2)C(=O)Cn1nnc(-c2cccs2)n1 (stereo not given)
  Apaf-1 inh: 11	SENP8 inh: -1	HKDC1 inhibitor: -5	SENP7 inh: -3	Gli-Sufu block: 4	UBC13 inh: -17	697 NFkB inh: -60	Jurkat NFkB inh: -16

(next part)
Structure,Apaf-1 inh,SENP8 inh,HKDC1 inhibitor,SENP7 inh,Gli-Sufu block,UBC13 inh,697 NFkB inh,Jurkat NFkB inh
CC(=O)c1ccc(OC(=O)Cc2cccc3ccccc23)cc1,5,-8,4,-11,-7,0,17,1
CCOC(=O)CC(=O)Nc1ccc(Br)cc1C(=O)O,-7,-4,-2,0,2,-1,-9,2
C/C=C/c1ccc(OCC(=O)Nc2cc(C(F)(F)F)ccc2N2CCOCC2)c(OC)c1,14,8,-8,-5,16,-6,-12,-4
Clc1ccccc1CN1CCN(/N=C/C=C\c2ccco2)CC1,10,-3,-8,-5,-15,-5,-7,-19
CC(=O)CCc1c(C)c2cc(C)ccc2[nH]c1=O,6,-4,4,-1,10,-4,3,-15
COc1ccc(OCc2cccc(C(=O)Nc3cc(C)on3)c2)cc1,5,16,6,-2,-136,9,91*,11
CN(c1ccc(C(=O)NCCSC(C)(C)C)cc1)S(=O)(=O)c1ccccc1,5,7,14,3,0,-4,-16,-10
Cc1[nH]n(-c2ccccc2)c(=O)c1/C=N/N(C)c1ccccc1,80*,-7,0,1,0,-16,-21,-38
CC(=O)Nc1ccc(S(C)(=O)=O)c(C)c1,0,-11,-10,-11,1,-7,-12,-10
Cc1c(CC(=O)Nc2ccc(Cl)cc2)sc2ccc(Cl)cc12,-9,-1,-1,-4,-2,2,15,9
COc1cc(C2c3c(-c4cc(Cl)c(C)cc4O)n[nH]c3C(=O)N2Cc2cccnc2)ccc1O (stereo not given),16,-9,1,-1,32,20,-22,10
CCOC(=O)c1c(CN2CCOCC2)n(-c2ccccc2)c2cc(Br)c(O)c(CN(C)C)c12,5,1,-8,6,8,9,-6,-5
O=C1c2ccccc2CC1Sc1nnc(-c2ccncc2)o1 (stereo not given),15,-9,-4,-13,0,-4,-24,-4
COc1ccccc1CNS(=O)(=O)c1ccc(-n2cccn2)cc1,-1,9,-7,-4,-9,-10,-2,-1
O=C(NCc1ccco1)C(=O)NCC1OCCN1C(=O)c1ccc(Cl)cc1 (stereo not given),-6,-7,-1,4,-1,5,2,2
COC(=O)Nc1ccc(N2CCOCC2)c(S(=O)(=O)N2CCOCC2)c1,2,12,-7,3,4,-9,-4,15
CC(C)N(C(=O)CN1CCC(c2nc3ccccc3[nH]2)CC1)C(C)C,-4,-7,-5,-5,21,-6,3,10
O=C(NC1CCc2ccccc21)c1cc(COc2c(F)cccc2F)on1 (stereo not given),4,-1,3,-15,2,-19,4,-5
Nc1nnc(SCC(=O)NNC(=O)c2ccc(Cl)cc2)s1,1,-9,3,-1,-1,-4,-7,10
CSCCC(NS(=O)(=O)c1ccc(F)cc1)C(=O)NCc1ccc(S(N)(=O)=O)cc1 (stereo not given),4,-13,-3,-7,2,-10,6,0
O=C(NC(=S)Nc1ccc2[nH]c(=O)[nH]c2c1)c1cc(Br)ccc1Cl,-1,-5,-3,-4,0,-15,-4,16
CCCc1cc(Nc2cccc(OCC)c2)n2ncnc2n1,-1,8,-7,7,10,-5,14,5
Cc1ccccc1C(=O)NC(=S)N(C)CCc1ccccn1,5,2,-3,9,-1,10,3,-2
CCOC(=O)N1CCN(c2c(NCCN(C)Cc3ccccc3)c(=O)c2=O)CC1,9,4,-8,-5,9,-8,1,14
Cc1nn(-c2ccccc2)c(C)c1C(=O)NCCc1ccc(Cl)cc1,-8,8,-3,-9,-8,-2,16,-10
COc1cc(NC(=O)c2ccccc2)c(OC)cc1NC(=O)CN1CCOCC1,4,-9,0,1,-2,-7,16,-6
O=C(c1ccccc1Br)N1CCN(c2ncccn2)CC1,-1,6,-7,-3,-20,1,20,3
Cc1oc(-c2cccs2)nc1CN1CCC(C(=O)N2CCCC2)CC1,-10,2,3,5,7,0,15,-3
CC(OC(=O)CNC(=O)c1sc2ccccc2c1Cl)c1ccccc1 (stereo not given),13,-8,3,-15,0,-11,-13,2
CCCNC(=O)c1ccc(COc2ccc(C(C)(C)C)cc2)o1,21,1,3,-3,-46,3,-46,-14
CC1(C)Cc2c(sc3c2c(=O)n(-c2cccc(Cl)c2)c(=O)n3CC(N)=O)CO1,-12,-8,-3,12,3,-1,14,-22
COC(=O)CSc1nnc(NC(=O)C2CC(=O)N(c3ccc(F)cc3)C2)s1 (stereo not given),18,-2,-4,-5,-8,-18,-6,-24
Cc1cccc(C)c1OCC(=O)NC1CC1,-8,5,-5,0,7,1,3,9
CCOc1ccccc1CN1CCNC(=O)C1CC(=O)NC1CCCCC1 (stereo not given),5,-2,-2,-5,-6,-5,-47,-10
O=C(O)c1cccc(N2CCCC2)c1,-3,5,-6,8,-10,11,4,-1
O=C(CN(Cc1ccccc1)S(=O)(=O)c1ccccc1)NC1CC1,-19,-2,9,-16,-4,-2,-3,-2
Cc1ccc(S(=O)(=O)NC[C@H]2O[C@@H](n3cnc4c(N)ncnc43)[C@H](O)[C@@H]2O)s1,-8,-1,-2,7,-7,3,14,-9
Cc1ccccc1NC(=S)Nc1ccc2cn[nH]c2c1,-6,2,10,6,-5,8,-19,-12
CCOC(=O)C1=C(C)N=C2c3ccccc3C(=O)C2C1c1ccc(C)cc1 (stereo not given),15,5,0,6,9,-45,34,-1
Cc1cccc(-c2onc3ccc(C4(C)OCCO4)cc23)c1,17,2,3,6,-18,-1,-29,-14
O=C(NCCNc1ccc([N+](=O)[O-])cc1C(F)(F)F)c1ccccc1,1,-2,-2,-1,11,-2,-17,23
COC(=O)c1ccc(COc2ccccc2/C=C/C(=O)c2ccc(OCC(=O)O)cc2)cc1,11,31,10,5,28,-10,-10,-26
COC(=O)c1ncccc1SC,-10,-7,-16,-5,-7,0,12,14
COc1ccc(NC(=O)/C(C#N)=C\c2ccc(Br)o2)cc1,-17,-6,7,8,-23,2,-28,-15
CC(=O)NNC(=S)Nc1cccc(F)c1,-24,6,-4,-8,-4,2,-7,19
CCOc1cc(/C=N/NC(=O)Nc2ccccc2)ccc1O,-1,-1,2,-2,-88,9,-27,-56
O=C(Nc1ccccc1C(F)(F)F)c1cc(S(=O)(=O)N2CCC3(CC2)OCCO3)ccc1F,-4,-1,14,2,0,8,14,4
O=C(O)Cn1c(SCc2cccc3ccccc23)nc2ccccc21,8,-10,-1,-9,5,-17,-56,-7
O=C(COc1ccccc1Cl)NC1CC1,-4,-5,-8,4,-5,6,-5,-5
CCOC(=O)CN1C(=O)S/C(=C/c2ccc(O)c([N+](=O)[O-])c2)C1=O,-6,-16,20,4,9,-74,-28,-13
CC(=O)[C@@H]1[C@@H](C)N(Cc2ccccc2)C(=O)N[C@H]1c1ccccc1,-3,-3,-1,0,-7,-5,1,4
C=C(C)c1cccc(C(C)(C)NC(=O)Nc2ccc3[nH]c(=O)[nH]c3c2)c1,10,-2,-10,5,-14,1,23,-1
COc1ccc(Cc2nnc(N/N=C/c3ccc(O)cc3)[nH]c2=O)cc1OC,13,-9,-37,-12,82*,-44,-53,15
CC(C(=O)N1CCCc2ccccc21)N1CCN(S(=O)(=O)c2ccccc2F)CC1 (stereo not given),0,4,-1,-7,1,-1,21,-10
CC1CCc2c(sc3ncn(Cc4ccc(C(=O)O)cc4)c(=O)c23)C1 (stereo not given),3,-5,-6,-1,-9,-8,4,10
C=CC[C@H](CC(=O)NCCO)C(=O)N[C@@H](COC(=O)[C@H](CC=C)CC(=O)OC(C)(C)C)Cc1ccccc1,-4,-2,-8,4,1,-4,-4,1
O=C(c1cc(S(=O)(=O)N2CCOCC2)ccc1Cl)N1CCc2ccccc2C1,9,10,-4,4,-1,-2,6,-14
O=S(=O)(Nc1ccc2nc(N3CCOCC3)sc2c1)c1ccc(Cl)cc1,22,-14,2,-8,-11,-3,-21,-14
CCCCC(=O)Nc1cc(OCC)c(NC(=O)c2ccccc2[N+](=O)[O-])cc1OCC,-9,6,-14,-6,-5,-4,15,8
COc1ccc(-c2oc3ncn4nc(COc5ccccc5)nc4c3c2-c2ccc(OC)cc2)cc1,8,-6,-2,-2,7,-14,-23,-9

(further entries)
Structure,Apaf-1 inh,SENP8 inh,HKDC1 inhibitor,SENP7 inh,Gli-Sufu block,UBC13 inh,697 NFkB inh,Jurkat NFkB inh
CC(=O)Oc1ccc(-c2nc(-c3cccnc3)no2)cc1,8,98*,-8,100*,7,-6,-146,-77
Cc1ccc(NC(=O)c2ccc3c(c2)[nH]c(=O)n3C(C)C)cc1,14,1,9,3,-20,-3,23,-59
Cc1ccc2c(C)c(C(=O)NCCN3CCOC3=O)oc2c1C,0,-8,3,11,1,3,-5,2
Cn1c(N)c(C(=O)COC(=O)/C=C/c2ccc(S(=O)(=O)N3CCOCC3)cc2)c(=O)n(C)c1=O,-6,-2,-2,3,4,-7,-4,-3
Cn1nc(OCc2ccccc2)ccc1=O,4,-7,-9,3,11,5,6,-15
